SMARCA2 activ: increases SMARCA2 function in MMTV reporter cells. hit rate 1% among 370,000. AID 652017. activation, % at 9.1 µM. MG213 cells, MMTV-luciferase reporter, dexamethasone, overnight; in the data active = activation above about 7.8%;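 also: 0% = vehicle wells and 100% = reference activator wells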
GAA850 FXN act: activators of GAA850 frataxin (FXN) promoter; AID 540364; activation, % at 6 µM; HEK293 lucGAA850 FXN promoter luciferase reporter, 24 h; percent of 10 µM SAHA response; hit rate 0.56% among 360,000;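 active = activation above the average of all compounds screened plus 3 SD, cutoff fixed separately per campaign, cut at about 7.5% in these data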;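 also: 0% = DMSO wells and 100% = 10 µM SAHA wells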
DAX1 inh-1: blocks DAX1 repression of SF-1 activated StAR promoter; HEK293T StAR-luciferase reporter, SF-1/DAX-1 repression relief; inhibition, % at 6.8 µM; hit rate 1.1% among 370,000; AID 652010;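 active = inhibition above the mean over all tested compounds plus 3 SD, cut at about 3.6% in these data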;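 also: 0% = DAX-1 cells with DMSO and 100% = cells lacking DAX-1 with DMSO; higher inhibition means more luminescence from relief of DAX-1 repression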
PG9 Ab binder: small molecules binding HIV-1 gp120 antibody PG9; hit rate 0.43% among 360,000; TR-FRET gp120-PG9 antibody binding; inhibition, % at 6.7 µM; AID 624416; in the data active = inhibition above about 8.5%
HGIII-sPLA2 inh: Inhibits HGIII-sPLA2 liposome hydrolysis, primary screen; inhibition, % at 12.2 µM; Q9NZ20; hit rate 0.56% among 370,000; QFRET BODIPY PC-A2 liposome hydrolysis, fluorescence;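 active = inhibition above mean plus 3 SD of compounds lying within the high and low control bounds, cut at about 19% in these data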;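 also: 0% = median of test compound wells and 100% = no enzyme DMSO wells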
hcDAF-12 act: activators of H. contortus DAF-12 nuclear receptor; hit rate 1.4% among 370,000; activation, % at 6.8 µM; HEK293 hcDAF-12 lit1-tk-luc reporter, luminescence; 0% DMSO, 100% Δ7-dafachronic acid;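 active = activation above the mean of all tested compounds plus 3 SD, cut at about 5.5% in these data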;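 also: 100% = response to 3 µM Δ7-dafachronic acid high control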
PLC-beta3 inh: blocks human PLC-beta3 enzyme activity; Q01970; inhibition, % at 12.2 µM; hit rate 0.18% among 370,000; Purified PLC-beta3, fluorogenic substrate, fluorescence; in the data active = inhibition above about 11%;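 also: 0% = median of compound wells on plate and 100% = full blocker control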
NR1D1 modulator: modulators of human Rev-erb alpha DNA binding; AID 1259318; activity, % at 10 µM; hit rate 0.79% among 370,000; P20393; Rev-erbα–FITC-DNA binding, fluorescence polarization, 90 min;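 active = activity above about 14%, limit read from the data; passing the limit was not always enough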;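 also: 0% = DMSO wells with 35 nM protein and 100% = DMSO wells with 750 nM protein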
Target sequence (P20393 whole entry, looked up): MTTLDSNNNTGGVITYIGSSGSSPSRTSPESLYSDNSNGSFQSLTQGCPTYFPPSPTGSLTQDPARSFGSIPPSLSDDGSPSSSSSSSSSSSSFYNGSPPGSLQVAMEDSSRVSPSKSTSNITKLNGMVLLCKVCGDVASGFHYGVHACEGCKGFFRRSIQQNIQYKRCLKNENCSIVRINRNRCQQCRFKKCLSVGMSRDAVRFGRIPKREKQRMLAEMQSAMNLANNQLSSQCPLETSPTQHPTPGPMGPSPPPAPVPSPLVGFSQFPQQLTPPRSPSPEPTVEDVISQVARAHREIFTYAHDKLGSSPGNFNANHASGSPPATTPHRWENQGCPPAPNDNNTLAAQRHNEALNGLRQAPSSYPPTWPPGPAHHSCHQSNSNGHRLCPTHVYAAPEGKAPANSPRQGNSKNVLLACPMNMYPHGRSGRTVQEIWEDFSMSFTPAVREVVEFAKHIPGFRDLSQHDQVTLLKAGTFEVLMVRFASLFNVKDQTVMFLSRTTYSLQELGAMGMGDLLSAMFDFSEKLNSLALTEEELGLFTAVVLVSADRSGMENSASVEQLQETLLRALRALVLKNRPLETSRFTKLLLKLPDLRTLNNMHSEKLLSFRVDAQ
hgDAF-12 ag: agonists of H. glycines DAF-12 nuclear receptor; activation, % at 6.8 µM; hit rate 1.8% among 370,000; HEK293 GAL4-hgDAF12 UAS-luciferase reporter, agonist luminescence; normalized to butyrate control; AID 687014;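 active = activation above a cutoff set at the mean of all screened compounds plus 3 SD, cut at about 10% in these data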;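 also: 0% = DMSO wells and 100% = sodium butyrate wells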
ssDAF12 agonist: activators of S. stercoralis DAF-12 nuclear receptor; hit rate 1% among 370,000; AID 652126; HEK293 ssDAF-12/GRIP1 lit1-tk-luc reporter, luminescence; % of 3 µM dafachronic acid response; activation, % at 6.8 µM;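 active = activation above the mean over all tested compounds plus 3 SD, cut at about 0.9% in these data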;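 also: 0% = DMSO-only wells and 100% = 3 µM delta7-dafachronic acid wells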
DAX1 inh-2: inhibits human nuclear receptor DAX1; HEK293 Gal4-DAX1 luciferase reporter, luminescence; hit rate 0.99% among 340,000; inhibition, % at 6.75 µM; AID 504766;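 active = inhibition above the mean over all tested compounds plus 3 SD, cut at about 4.2% in these data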;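 also: 0% = DAX1-transfected cells with DMSO and 100% = empty-vector control cells with DMSO; inhibition shows as a rise in luminescence from relieved DAX1 repression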
Target sequence (P51843 207-470 limits assumed): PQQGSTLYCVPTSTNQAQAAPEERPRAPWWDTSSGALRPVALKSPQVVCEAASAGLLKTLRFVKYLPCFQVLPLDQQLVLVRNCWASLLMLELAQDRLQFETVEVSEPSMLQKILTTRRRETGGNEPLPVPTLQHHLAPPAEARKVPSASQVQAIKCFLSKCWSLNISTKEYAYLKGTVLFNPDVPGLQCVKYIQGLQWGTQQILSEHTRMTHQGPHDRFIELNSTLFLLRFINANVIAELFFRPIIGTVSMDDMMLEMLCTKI
* hit, by the source's call; nt = not tested or not shown.

item	Molecule	SMARCA2 activ	GAA850 FXN act	DAX1 inh-1	PG9 Ab binder	HGIII-sPLA2 inh	hcDAF-12 act	PLC-beta3 inh	NR1D1 modulator	hgDAF-12 ag	ssDAF12 agonist	DAX1 inh-2
1	CC(C)C(OC(=O)c1cccc(S(=O)(=O)NCC(F)(F)F)c1)C(=O)NC(N)=O (stereo not drawn)	1	-1.4	0.2	-1.2	-5	-2.1	-4	-2	4.4	-1.6	0.1
2	COc1ccc(S(=O)(=O)NC(C(=O)OCC(=O)Nc2ccc(N3CCOCC3)cc2)C(C)C)cc1 (stereo not drawn)	0	-1.6	0.7	-2.2	6	0.0	-1	4	-0.8	0.0	1.0
3	O=C(NC(=S)NC1CCS(=O)(=O)C1)c1ccccc1 (stereo not drawn)	0	-1.1	0.6	-1.8	10	-0.6	-9	-1	3.2	-1.2	0.4
4	N#C/C(=C1\CCCN1)c1nc(-c2ccccc2)cs1	2	3.4	-0.9	-1.1	-4	0.5	-9	2	7.1	-0.8	-0.5
5	CCCC(=O)N1CCCC1(C)C(=O)NCCc1ccccn1 (stereo not drawn)	-1	-1.5	0.5	-1.9	7	-0.6	4	-4	1.1	-0.8	nt
6	O=C(OC(C(=O)Nc1ccc(Cl)c(C(F)(F)F)c1)c1ccccc1)C1=COCCO1 (stereo not drawn)	-2	2.2	-1.1	1.9	-32	1.1	3	-6	0.7	-1.7	0.4
7	CCc1nc2cccnc2n1-c1ccc(CC(=O)O)cc1	1	1.4	0.2	-0.8	-3	1.7	-7	-2	3.7	-0.6	-0.1
8	Cc1ccc(C(=O)NCC(=O)OCC(=O)Nc2ccccc2[N+](=O)[O-])cc1	2	1.6	-0.1	-0.3	-1	4.3	1	-2	-0.6	0.2	-1.3
9	COc1cc(N)c2ncccc2c1Br	0	0.7	-3.5	-5.0	8	2.9	-36	-3	-8.7	-0.6	0.1
10	Cn1nc(C(=O)NC2CCCC2)c2ccccc2c1=O	-1	2.2	-0.8	0.5	10	-2.6	-4	-9	2.5	-1.3	1.8
11	CC(C)(C)c1cc(NC(=O)COC(=O)c2ccccc2O)n(-c2ccccc2)n1	-6	-1.1	0.8	0.8	-3	-0.1	3	2	-1.2	-2.0	1.9
12	CC(=O)NCCOc1cccc2ccccc12	-3	2.9	-0.2	3.2	3	-1.2	-2	4	-0.6	-2.0	0.4
13	COCCNc1nc(NCCNC(C)=O)c2sc(-c3ccccc3)cc2n1	6	1.1	-1.8	-2.2	1	-0.2	-42	5	0.1	-1.6	nt
14	COc1ccc(C2=NN(C(=O)c3cccc([N+](=O)[O-])c3)C(c3cccc([N+](=O)[O-])c3)C2)cc1 (stereo not drawn)	2	-1.4	-0.6	-2.6	1	-1.8	3	1	0.5	-1.3	-0.8
15	O=C1NC[C@@H](CCCCN2C[C@H](Cc3ccc(O)cc3)N(Cc3ccccc3)C(=O)C2=O)N(CCc2ccc(O)cc2)C1=O	-1	nt	0.6	-0.8	-4	-1.1	-55	-6	1.8	-1.6	nt
16	O=C(CCCCCN1C(=O)c2cccc([N+](=O)[O-])c2C1=O)NCCc1ccccc1	-3	-1.1	1.6	0.1	6	-0.9	-2	-5	0.8	-1.0	1.7
17	CCn1c(SCC(=O)NCC2CCCO2)nnc1-c1ccc(S(=O)(=O)N2CCN(C)CC2)cc1 (stereo not drawn)	-3	0.0	0.6	0.0	7	-0.1	-5	-3	3.4	-1.7	-0.6
18	CC(=O)Nc1sc(/C(C#N)=C/c2ccc(Cl)c(Cl)c2)nc1-c1ccc(C)cc1	0	2.7	-0.2	2.8	0	-0.2	-63	16	0.8	-1.0	-0.4
19	CN(C)Cc1nnnn1-c1ccccc1	-4	1.0	-0.2	-0.9	7	-0.3	-7	-6	-1.9	-0.8	4.9*
20	CN1C(=O)CC(C(=O)O)SC1=Nc1ccc(F)cc1 (stereo not drawn)	2	1.1	0.3	-0.6	5	-2.1	0	0	-1.3	-1.5	-0.7
21	Cc1cc(NC(=O)CSc2nc3ccccc3c(=O)n2CCCC(=O)NCc2ccccc2)n[nH]1	-2	-1.3	-0.6	0.4	-4	-0.9	4	-3	1.4	-1.5	0.6
22	Cc1ccc(OCC(=O)N(Cc2cccc(Cl)c2)C2CCS(=O)(=O)C2)cc1C (stereo not drawn)	-1	1.2	-0.7	1.1	-16	-1.1	-3	-2	-0.3	-1.2	-0.3
23	Cc1ccc(C)c(N2CCN(C(=O)CCC(=O)Nc3nnc(CC(C)C)s3)CC2)c1	-2	-0.4	-0.1	-0.8	-1	0.8	-4	-1	0.4	0.2	0.3
24	O=C(N/N=C/c1cccc(O)c1)c1ccc(-n2cnnn2)cc1	0	-2.5	-0.6	0.4	-2	2.3	-3	0	-1.7	-0.9	-0.1
25	CC(C)n1cc(CN2CCC(C(=O)Nc3cccc(-c4cscn4)c3)CC2)cn1	-4	-0.9	-0.1	-0.4	-3	0.4	-8	0	-1.4	-1.0	1.6
26	Cc1ccc2c(c1)N(S(=O)(=O)c1cc(-c3onc(C)c3C)ccc1C)CCO2	-4	2.8	-5.9	-0.4	-5	-4.9	4	6	-4.6	-1.6	-0.6
27	Cc1nnc(SCC(=O)c2c(N)n(C3CC3)c(=O)[nH]c2=O)n1C	-3	-0.9	0.2	-2.7	3	-0.2	4	-3	7.0	-0.2	0.6
28	CCOC(=O)c1cc(S(=O)(=O)NC2CCC(C)CC2)cn1C (stereo not drawn)	-1	-0.8	-0.3	0.3	-2	-1.1	-5	4	1.6	-1.3	2.1
29	O=S(=O)(NCc1ccco1)c1ccc(Cl)cc1Cl	3	1.8	-0.4	-2.4	-7	-1.1	0	4	2.2	-1.3	0.6
30	C=CCNc1nc(N(c2ccccc2)c2ccccc2)nc(-n2ccnc2)n1	1	3.9	0.9	-2.1	4	-0.9	-1	11	-1.0	-1.2	1.7

Additional records.
cpd	molecule	SMARCA2 activ	GAA850 FXN act	DAX1 inh-1	PG9 Ab binder	HGIII-sPLA2 inh	hcDAF-12 act	PLC-beta3 inh	NR1D1 modulator	hgDAF-12 ag	ssDAF12 agonist	DAX1 inh-2
31	COc1cc(OC)c(NC(=O)Cn2cnc3sc(C)c(S(=O)(=O)N4CCOCC4)c3c2=O)cc1Cl	-2	-0.3	-0.1	-0.9	-4	-2.4	-2	0	-1.7	-1.4	4.2
32	COc1ccc(C(=O)NC(CC(=O)O)c2cc([N+](=O)[O-])ccc2Cl)c(SC)c1 (stereo not drawn)	2	0.1	0.4	-4.2	-1	0.2	5	14	5.3	-1.4	1.0
33	COC(=O)[C@]12C[C@H](CC(=O)NCc3cccc4ccccc34)C(=O)N(Cc3ccco3)C1=C[C@H](C(C)C)O[C@@H]2C1CC1	-5	nt	0.8	nt	-8	-1.7	1	3	-2.4	-0.6	nt
34	CCCC(=O)N(CCc1ccccc1)Cc1nc2ccccc2c(=O)[nH]1	-4	-1.4	-0.7	0.2	0	-2.8	-1	0	-4.3	-1.4	0.5
35	CCN(CC(=O)NCc1ccc(F)cc1)C(=O)/C=C/c1ccc(OC)c(S(=O)(=O)NC(C)C)c1	-3	2.5	0.1	-1.6	-3	-1.6	-1	11	0.3	0.6	-0.7
36	O=C(COC(=O)c1ccccc1C(=O)N1CCN(c2ccccc2)CC1)Nc1ccccc1	-6	-1.3	-0.7	-1.1	-12	-2.3	-7	-5	-1.3	0.1	-1.4
37	CCCOc1ccc(-c2nc(N)n[nH]2)cc1	8.1*	2.6	0.5	-3.3	3	1.7	0	-3	6.7	-0.6	-0.4
38	O=C(NCCOc1ccccc1)C1CCCCC1	0	4.6	4.1*	2.6	6	0.7	-7	4	6.4	-1.3	0.6
39	Cc1cc(C(=O)COc2ccccc2C(N)=O)c(C)n1CC1CCCO1 (stereo not drawn)	-2	-1.6	-3.9	1.5	-5	-3.3	-8	0	-3.9	-2.5	-2.7

Of the compounds above, 6 contain an aryl methoxy group:
cpd	molecule	SMARCA2 activ	GAA850 FXN act	DAX1 inh-1	PG9 Ab binder	HGIII-sPLA2 inh	hcDAF-12 act	PLC-beta3 inh	NR1D1 modulator	hgDAF-12 ag	ssDAF12 agonist	DAX1 inh-2
2	COc1ccc(S(=O)(=O)NC(C(=O)OCC(=O)Nc2ccc(N3CCOCC3)cc2)C(C)C)cc1 (stereo not drawn)	0	-1.6	0.7	-2.2	6	0.0	-1	4	-0.8	0.0	1.0
9	COc1cc(N)c2ncccc2c1Br	0	0.7	-3.5	-5.0	8	2.9	-36	-3	-8.7	-0.6	0.1
14	COc1ccc(C2=NN(C(=O)c3cccc([N+](=O)[O-])c3)C(c3cccc([N+](=O)[O-])c3)C2)cc1 (stereo not drawn)	2	-1.4	-0.6	-2.6	1	-1.8	3	1	0.5	-1.3	-0.8
31	COc1cc(OC)c(NC(=O)Cn2cnc3sc(C)c(S(=O)(=O)N4CCOCC4)c3c2=O)cc1Cl	-2	-0.3	-0.1	-0.9	-4	-2.4	-2	0	-1.7	-1.4	4.2
32	COc1ccc(C(=O)NC(CC(=O)O)c2cc([N+](=O)[O-])ccc2Cl)c(SC)c1 (stereo not drawn)	2	0.1	0.4	-4.2	-1	0.2	5	14	5.3	-1.4	1.0
35	CCN(CC(=O)NCc1ccc(F)cc1)C(=O)/C=C/c1ccc(OC)c(S(=O)(=O)NC(C)C)c1	-3	2.5	0.1	-1.6	-3	-1.6	-1	11	0.3	0.6	-0.7

Screening results deposited in PubChem by several laboratories.
